NCI-60 one-dose screen, 48 h, at 10 µM unless noted. Numbers give growth in % (100 = growth as untreated, 0 = no growth, -100 = all killed).
SN12C: SN12C renal cancer cells. AID 1794767. hit rate 3.8% among 81,000
RXF 393: RXF 393 renal cancer cells. hit rate 6.9% among 77,000. AID 1794773
DU-145: DU-145 prostate cancer | hit rate 4.2% among 81,000
A498: A498 renal cancer cells. hit rate 5.4% among 76,000. AID 1794774
ACHN: ACHN renal cancer. hit rate 4.9% among 81,000. AID 1794771
TK-10: TK-10 renal cancer cells | hit rate 3.9% among 81,000
CAKI-1: CAKI-1 renal cancer; hit rate 4.7% among 75,000
786-0: 786-0 renal cancer cells; hit rate 5.1% among 81,000; AID 1794775
UO-31: UO-31 renal cancer; hit rate 5.2% among 81,000; AID 1794768
* = called active by the depositor; . = not tested or not shown; & = joins results of further samples. The calls were made as follows: active = growth percent below 10; inactive = the rest. An unsorted share of the library. Share with any hit: about 11%.

Screens in order – SN12C	RXF 393	DU-145	A498	ACHN	TK-10	CAKI-1	786-0	UO-31
COc1ccc2c(c1)nc(NNC(=O)c1cnccn1)c1cccn12
 : 35	48	31	49	7.8*	31	21	26	4.8*
CCN1C(=O)N(CC)C2NC(N/N=C/c3ccc([N+](=O)[O-])cc3)=NC21 (stereo not given)
 : 97	90	108	80	101	100	84	87	83
COc1ccc2c(c1)C(=O)N(C)C2C1c2c(cc3c(c2OC)OCO3)CCN1C (stereo not given)
 : 77	20	73	91	46	79	32	66	49
Cc1cccnc1NS(=O)(=O)c1ccccc1
 : 102	98	113	85	95	102	104	98	96
CCS(=O)(=O)c1nnc2n(Cc3ccccc3)c(=O)c3c(C)c(C(N)=O)sc3n12
 : 97	44	92	90	97	104	76	108	85
C=C1CCC2C3(C)COC(c4c(F)cccc4F)OC3CCC2(C)C1CC(O)C1=CCOC1=O (stereo not given)
 : 35	66	68	134	3.0*	105	73	19	50
O=C1c2cccc(S(=O)(=O)O)c2C(=O)c2c1cccc2S(=O)(=O)O
 : 113	111	117	107	97	113	103	108	86
O=CNC1CCCCC1
 : 100	101	118	81	102	107	94	107	90
CCOC(=O)C1CCCNC1 (stereo not given)
 : 97	105	118	95	104	115	93	109	93
C=CCC(C#N)(C(=O)OCC)/C(C)=C/CC (stereo not given)
 : 90	104	111	102	105	105	.	104	99
CCCCn1c(-c2ccc(F)cc2)nc2cc(OC)c(OC)cc2c1=O
 : 91	.	111	96	101	75	.	.	82
CCNCC(O)Cc1ccccc1OC (stereo not given)
 : 109	101	97	110	.	84	.	84	88
O=C1C(=O)N(CCCCn2cc(COc3ccc4ccc(=O)oc4c3)nn2)c2ccccc21
 : 100	102	110	71	96	104	90	99	81
CC(=O)OCc1cc(Cl)cc(COC(C)=O)c1OC(C)=O
 : 98	104	106	87	102	101	.	95	92
Oc1cccc(-c2nc(-c3nnc(Nc4ccccc4)o3)cc3c2[nH]c2ccccc23)c1
 : 75	51	64	59	58	69	72	49	32
O=C(NC1C(O)OC(CO)C(O)C1O)NS(=O)(=O)c1ccc(CCNC(=O)c2ccc(Cl)cc2Cl)cc1 (stereo not given)
 : 108	103	112	.	104	124	95	110	80
O=C(CSc1nnc(NC(=O)c2ccc(Cl)cc2)s1)Nc1ccc2oc(=O)ccc2c1
 : 107	110	98	108	104	112	.	105	77
CCN(CC)CCCCCCCNc1cc(OC)cc2c(C)ccnc12
 : 82	92	102	63	88	110	94	81	38
COC(=O)C1=Nc2ccc(F)cc2/C1=C\c1sc(=S)n(C(C(=O)O)C(C)CO)c1O (stereo not given)
 : 99	94	103	117	86	120	63	95	51
C=CC(=O)Nc1cccc(Oc2nc(Nc3ccc(N4CCN(C)CC4)cc3)nc3ccsc23)c1
 : -71*	-84*	-48*	34	-97*	-79*	-71*	-84*	-90*

Gathered by group: the compounds so far containing sulfur (seven)
Screens in order – SN12C	RXF 393	DU-145	A498	ACHN	TK-10	CAKI-1	786-0	UO-31
Cc1cccnc1NS(=O)(=O)c1ccccc1
 : 102	98	113	85	95	102	104	98	96
CCS(=O)(=O)c1nnc2n(Cc3ccccc3)c(=O)c3c(C)c(C(N)=O)sc3n12
 : 97	44	92	90	97	104	76	108	85
O=C1c2cccc(S(=O)(=O)O)c2C(=O)c2c1cccc2S(=O)(=O)O
 : 113	111	117	107	97	113	103	108	86
O=C(NC1C(O)OC(CO)C(O)C1O)NS(=O)(=O)c1ccc(CCNC(=O)c2ccc(Cl)cc2Cl)cc1 (stereo not given)
 : 108	103	112	.	104	124	95	110	80
O=C(CSc1nnc(NC(=O)c2ccc(Cl)cc2)s1)Nc1ccc2oc(=O)ccc2c1
 : 107	110	98	108	104	112	.	105	77
COC(=O)C1=Nc2ccc(F)cc2/C1=C\c1sc(=S)n(C(C(=O)O)C(C)CO)c1O (stereo not given)
 : 99	94	103	117	86	120	63	95	51
C=CC(=O)Nc1cccc(Oc2nc(Nc3ccc(N4CCN(C)CC4)cc3)nc3ccsc23)c1
 : -71*	-84*	-48*	34	-97*	-79*	-71*	-84*	-90*

Carrying on.
Screens in order – SN12C	RXF 393	DU-145	A498	ACHN	TK-10	CAKI-1	786-0	UO-31
COc1ccc(Nc2cc(C)nc(NCCCNc3ccnc4cc(Cl)ccc34)n2)cc1
 : 1.9*	-90*	28	-0.3*	-93*	-84*	-70*	-98*	-73*
COc1ccc(-c2cc(C(=O)c3cc(C)c(C)cc3O)c[nH]c2=O)cc1
 : 86	86	112	91	94	104	85	103	70
O=C(O)c1cccc2oc(-c3ccccc3O)nc12
 : 57	61	64	48	58	.	42	59	54
CC(=O)Nc1ccc(S(=O)(=O)c2ccc(NC(C)=O)cc2)cc1
 : 95&106	129&122	125&113	101&99	95&97	96&109	82&103	96&116	77&77
CC(=O)OC[C@@]1(O)C[C@@]23CC[C@@H]4[C@@]5(C)C[C@H]5CC[C@@]4(C)[C@@H]2CC[C@H]1C3
 : 92	.	103	104	104	102	82	96	80
c1ccc2c(CCc3ccncc3)cccc2c1
 : 97	98	104	87	92	100	94	99	81
Nc1cc(F)ccc1[N+](=O)[O-]
 : 99	94	117	102	104	104	92	94	94
CC(C)CCc1nc2ccc(NCc3ccc(OCCN4CCCC4)cc3)cc2[nH]1
 : 78	95	102	95	104	113	102	89	82
COc1ccc2[nH]cc(-c3nonc3-c3c[nH]c4ccc(OC)cc34)c2c1
 : 86	101	87	98	70	83	62	94	50
c1ccc(-c2noc(CCc3nnc(-c4ccccc4)o3)n2)cc1
 : 98	106	106	93	103	101	98	110	89
CCOP(=O)(OCC)C(NC(=O)CNC(=O)CN1C(=O)c2ccccc2C1=O)C(=O)NCc1ccccc1 (stereo not given)
 : 100	115	103	70	101	107	96	101	79
COc1cc(-c2c[nH]cc2-c2ccccc2)cc(OC)c1OC
 : 88	103	103	55	92	93	60	87	69
O=C(NCCN1CCOCC1)n1cc(-c2ccncc2)c(-c2ccc(O)c(Cl)c2)n1
 : 99	117	122	117	104	151	117	95	91
CCCN(CCC)CCC#N
 : 105	114	76	110	98	101	94	97	92
CC(C)(C)Nc1c(-c2c(O)c3ccccc3oc2=O)nc2c(Cl)cc(C(F)(F)F)cn12
 : 125	97	100	110	107	97	87	101	89
COc1ccc2[nH]cc(C(c3ccccc3)N3CCCC3)c2c1 (stereo not given)
 : 102	95	104	90	97	97	94	100	72
Clc1ccc(-c2nnc(CCc3nc(-c4ccc(Br)cc4)no3)o2)c(Cl)c1
 : 101	103	110	108	105	145	92	105	83
CCN1C(=O)N(c2ccccc2)C2N=c3s/c(=C4\C(=O)N(C(C)C)c5ccccc54)c(=O)n3NC21 (stereo not given)
 : 100	108	110	107	104	113	87	109	83
N#Cc1c(-c2ccc(O)cc2)cc(-c2c[nH]c3ccccc23)nc1-c1c[nH]c2ccccc12
 : 96	83	104	111	72	149	91	101	78
O=[N+]([O-])C(CO)(CO)c1ccccc1
 : .	106	108	102	109	107	101	106	99
C/C(=N\NC(=O)c1nc(N)n(-c2ccc(S(N)(=O)=O)cc2)n1)c1ccc(N2CCOCC2)cc1
 : 98	106	104	96	97	116	92	102	81
O=C(/C=C/c1c(Cl)nc2sccn12)c1nccs1
 : 89	71	112	72	89	118	79	102	82
O=C(Nc1ccc(-n2cc(-c3ccncc3)c(-c3ccc(Cl)c(O)c3)n2)cc1)c1cc(C(F)(F)F)cc(C(F)(F)F)c1
 : 75	-43*	74	88	54	65	60	38	67
CCOC(=O)C1=C(C(=O)OCC)N(c2cc(OC)c(OC)c(OC)c2)C(N)=C(C#N)C1c1cc(=O)[nH]c2ccccc12 (stereo not given)
 : 99	100	104	78	98	100	87	101	77
Cn1ccnc1C(=O)/C=C/c1ccc(CC(=O)Nc2ccc(Br)cc2)cc1
 : 1.1*	21	3.6*	74	40	50	35	8.0*	23
CCCCN(CCCC)CC(CN(CC)CC)OC(=O)Nc1ccccc1 (stereo not given)
 : 94	95	100	117	99	85	.	83	70
CC1(C)OCC([C@H]2O[P@](=O)(c3ccccc3)[C@@H](Nc3ccc4ccccc4c3)[C@H]3OC(C)(C)O[C@H]32)O1 (stereo not given in full)
 : 95	101	113	85	97	119	88	99	56
COc1ccccc1Nc1cc(O)c2c(=O)cc(-c3ccccc3)oc2c1
 : 37	.	46	12	51	66	41	49	47
COC(=O)c1cn2c(c1C(=O)OC)c1c3ccccc3n(C)c1n1nnc(-c3ccccc3)c21
 : 117	116	105	141	108	133	161	104	76
O=C1CCCCC1CNCc1ccccc1 (stereo not given)
 : 104	118	114	112	102	103	97	103	65
N#Cc1ccc(-c2nn(-c3ccc(C(=O)O)cc3)cc2CNc2ccccc2)cc1
 : 93	.	104	100	100	114	89	96	84
O=C1C(Cl)=C(O)C2(Cl)C(Cl)=C(Cl)C12Cl (stereo not given)
 : 100&103	105&111	113&118	107&104	101&101	102&104	105&112	102&104	93&89
O=C(Cn1c(/C=C/c2cccc(Br)c2)nc2ccccc2c1=O)Nc1ccccc1
 : 95	62	80	134	79	99	94	92	88
Cc1ccc(-n2c(-c3cc4ccccc4nc3Cl)noc2=O)cc1
 : .	92	105	137	94	122	50	91	72
Cc1ccc(OC(=O)c2ccc(Cl)cc2)cc1
 : 96	109	112	114	96	98	82	90	102
CCCCCCCCCCCCCCCCCc1nccn1CCO
 : 52	72	90	73	64	112	.	62	47
CC(=O)c1c(C)nc(SCC(=O)Nc2ccc([N+](=O)[O-])cc2)n1-c1ccc(Cl)cc1
 : 68	66	88	78	81	90	78	96	67
CCCCCCCCCC1OC(C)CC(C)(C)O1 (stereo not given)
 : 106	107	131	98	113	106	110	107	87
COc1ccc(-c2csc(NC(C)=O)n2)cc1NS(=O)(=O)c1cccc2c(N(C)C)cccc12
 : 74	87	101	98	88	95	79	95	64
COc1cc(C2=NN(C(C)=O)C(c3cn(S(=O)(=O)c4ccc(C)cc4)c4ccccc34)O2)cc(OC)c1OC (stereo not given)
 : 93	86	84	87	100	98	58	96	82
CCOC(=O)C(CC(=O)O)=C(c1ccccc1)c1ccccc1
 : 90&92	113&73	107&115	80	93&107	101&116	96&91	101&103	90&82
Cc1ccc2cc(/C=C3\SC(=O)NC3=O)c(Cl)nc2c1
 : 92	80	100	.	89	107	88	85	68
Cc1ccc(NC(=O)N[C@@H](Cc2cc(F)cc(F)c2)C(=O)NC2C(=O)N3C[C@H](O)C[C@H]3C(=O)N3CCCC[C@H]3C(=O)N[C@@H](CO)C(=O)N3C[C@H](C)C[C@H]3C(=O)O[C@H]2C)c(F)c1 (stereo not given in full)
 : 22	100	38	.	107	107	83	94	91
COCCCNC1=C(C#N)C(=O)NC(c2cccs2)S1 (stereo not given)
 : 93	97	107	133	98	92	93	106	76
CN(C=O)c1ccc([N+](=O)[O-])cc1
 : 91	119	106	97	97	84	102	98	86
Cc1ccc(-c2cc3ccccc3[nH]2)cc1
 : 93	89	112	82	85	140	84	107	85
CCOc1ccccc1[C@H]1C(C(=O)c2ccc(Cl)cc2)C2(N[C@@H]1c1ccccc1)C(=O)Nc1ccc(Cl)cc12 (stereo not given in full)
 : -57*	2.6*	45	81	22	61	18	35	17
CNC(=O)c1n[nH]c(=S)[nH]c1=O
 : 93	.	120	117	109	110	.	100	95
CCN(CC)c1ccc(/C=C\C(=O)c2ccc(NC(C)=O)cc2)cc1
 : 49	79	60	72	61	92	55	.	.
